PTHR1 agonist: PTHR1 (human) receptor agonism. Q03431. HEK293 GP2 PTHR1 cells, GloSensor cAMP luminescence, 1 h. Potency, µM (doses to about 115 µM), for the others: top-dose activation, most hits filed as activators. 410,000 compounds, 0.075% hits. AID 743266; also: nearly all actives have a fitted effect of over 55% in size; some results filed as inactive show a strong effect at the top dose; inactives centre near -15; many of its hits are not listed in these tables
Target sequence (Q03431 whole entry, looked up): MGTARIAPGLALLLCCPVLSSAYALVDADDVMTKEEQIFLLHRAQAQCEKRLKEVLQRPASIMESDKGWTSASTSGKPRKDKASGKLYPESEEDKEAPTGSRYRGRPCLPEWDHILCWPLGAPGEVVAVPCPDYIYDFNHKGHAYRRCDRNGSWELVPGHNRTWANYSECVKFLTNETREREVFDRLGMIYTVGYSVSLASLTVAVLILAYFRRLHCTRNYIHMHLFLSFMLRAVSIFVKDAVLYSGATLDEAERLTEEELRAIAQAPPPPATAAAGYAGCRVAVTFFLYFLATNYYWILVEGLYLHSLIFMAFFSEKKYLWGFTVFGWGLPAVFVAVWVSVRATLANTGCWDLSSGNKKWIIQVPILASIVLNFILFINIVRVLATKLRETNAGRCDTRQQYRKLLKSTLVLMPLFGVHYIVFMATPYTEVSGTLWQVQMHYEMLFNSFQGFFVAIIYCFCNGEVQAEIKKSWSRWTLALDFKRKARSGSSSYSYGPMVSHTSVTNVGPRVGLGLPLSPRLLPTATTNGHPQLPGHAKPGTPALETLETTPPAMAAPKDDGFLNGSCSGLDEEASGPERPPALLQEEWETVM
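HEK-293-derived GP2 cells expressing PTHR1 and a GloSensor cAMP reporter, 3,000/well, plated overnight, given luciferin plus IBMX (each 0.5 mM as added) for 1 h at 37 °C, then compound for 1 h at 37 °C. Luminescence was read after 15 min at room temperature.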
GLP1R inv ag: GLP-1 receptor (human) inverse agonism; P43220; HEK293 GLP-1R CRE-luciferase, luminescence, 24 h; GLP-1R form is constitutively active; Potency, µM (doses to about 38.3 µM), for inactives: at the top dose activity change, negative = inhibition, hits mostly inhibitors; 410,000 compounds, 1.6% hits; AID 624417; also: % is scaled to controls: 0 for no effect and ±100 for the full control effect; nearly all actives have a fitted effect of over 55% in size
Target sequence (P43220 whole entry, looked up): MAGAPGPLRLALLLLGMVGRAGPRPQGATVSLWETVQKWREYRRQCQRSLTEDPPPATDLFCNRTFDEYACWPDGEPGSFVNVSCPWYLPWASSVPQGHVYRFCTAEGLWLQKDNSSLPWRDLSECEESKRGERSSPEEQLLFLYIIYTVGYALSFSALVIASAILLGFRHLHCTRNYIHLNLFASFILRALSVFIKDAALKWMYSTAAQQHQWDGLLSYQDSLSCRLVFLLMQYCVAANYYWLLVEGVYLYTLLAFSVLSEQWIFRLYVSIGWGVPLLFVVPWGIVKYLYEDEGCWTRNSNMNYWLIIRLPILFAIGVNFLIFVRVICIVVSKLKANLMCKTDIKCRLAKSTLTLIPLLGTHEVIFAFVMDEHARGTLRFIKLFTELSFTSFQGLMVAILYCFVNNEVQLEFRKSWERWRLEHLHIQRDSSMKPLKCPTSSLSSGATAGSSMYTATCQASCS
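Readout was luciferase luminescence, measured 12 min after detection reagent at room temperature. Beforehand, GLP-1R reporter HEK293 cells had sat 12 h, then received compounds for 24 hr at 37 deg C.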
HEK293 tox: cytotoxicity in counter-screen for GLP-1R inverse agonists; 410,000 compounds, 0.13% hits; HEK293 cAMP-luciferase reporter cells, luminescence, 24 h; Potency, µM (doses to about 38.3 µM), without a hit: at the top dose activity change, negative = inhibition, usual class: inhibitors;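 also: loss of luciferase light is scored as toxicity; % is scaled to controls: 0 for no effect and ±100 for the full control effect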
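Compound-treated cells are incubated 24 hr at 37 deg C under 5% CO2 after a 12 hour attachment period, then luciferase detection reagent is added and luminescence is measured following 12 min at room temperature; lowered signal indicates toxicity.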
* = called active by the depositor; i = inactive; u = inconclusive; [ ] = another dose, or the depositor's remark. Calls follow the shape of the dose curve; as a rule, active = well fitted curve in the direction sought with a large enough effect; inconclusive = small, poorly fitted or top-dose-only effect, or another doubt; inactive = no such curve, though single readings can be large; an effect the other way counts as inactive or inconclusive. Potency is read from the fitted curve at half-maximal effect. This is a subset (hit frequency here may not be typical).

#1 CCOc1cc(CNC(=O)c2ccc3c(c2)nc2n3CCCCC2)ccc1OC
#2 Cc1cc(O)c(C(c2ccccc2Cl)N2CCN(c3ccccc3)CC2)c(=O)n1Cc1ccco1 (centres undefined)
#3 CCc1ccc(NC(=O)C(=O)NCCc2sc3nc(-c4ccc(OC)cc4)nn3c2C)cc1
#4 COc1cccc(-c2cc(C(=O)Nc3cnn(Cc4ccc(Cl)cc4Cl)c3)no2)c1
#5 Cc1ccc2nc(CN3CCN(C(=O)Nc4ccc(C)c(F)c4)CC3)oc2c1
#6 CCOC(=O)c1ccc(NC(=O)c2cn3c4c(ccc(Cl)c4c2=O)OC(C)C3)cc1 (centres undefined)

Assay by compound | 1 | 2 | 3 | 4 | 5 | 6
PTHR1 agonist | -17% | -32%[inhibitor] | -14% | -18% | i | -10%
GLP1R inv ag | 55%[activator] | u | 9% | 11% | u | 4%
HEK293 tox | 22% | 5% | -7% | -18% | -11% | -5%

#7 CCC(C(=O)NCc1ccc(OC)c(OC)c1)n1nc(C)c2c(C)n(-c3ccc(C)cc3)nc2c1=O (centres undefined)
#8 CCOC(=O)c1c(C)[nH]c(CCC(=O)NCCCN2CCN(c3ccc(F)cc3)CC2)c1C
#9 COCC(=O)N1CCc2cc(OC)c(OC)cc2C1COc1ccc2c(C)cc(=O)oc2c1 (centres undefined)
#10 N#CC1=C2SCN(C3CCCCC3)CN2C(=O)CC1c1ccc(Cl)cc1 (centres undefined)
#11 COc1ccc(NC(=O)c2cnn(-c3ccc(C)cc3)c2-n2cccc2)cc1Cl
#12 COC(=O)c1ccc(Cl)cc1NC(=O)N1CCC(CN2CCC(C)CC2)CC1

Assay by compound | 7 | 8 | 9 | 10 | 11 | 12
PTHR1 agonist | i | -8% | -2% | -7% | -42%[inhibitor] | 6%
GLP1R inv ag | -8% | -14% | 4% | -3% | u | -9%
HEK293 tox | -10% | -20% | -1% | -1% | -1% | 7%

#13 Cc1ccc(-c2nc3scc(CCNC(=O)Cc4ccc(Cl)cc4)n3n2)cc1
#14 CCCCCCC1CCC(C(=O)NC(C(=O)O)C(C)C)CC1 (centres undefined)
#15 CCc1ccc(NC(=O)Cn2cnc3nc4c(cc3c2=O)CCCC4)cc1
#16 O=C(Nc1cccc(F)c1F)C1CCN(c2ncccn2)CC1
#17 COc1ccc(S(=O)(=O)N(CC(=O)Nc2ccccc2Br)Cc2ccccc2)cc1
#18 CCOc1ccc(CC(=O)Nc2ccc3c(c2)N(C)C(=O)c2ccccc2S3)cc1OCC

Assay by compound | 13 | 14 | 15 | 16 | 17 | 18
PTHR1 agonist | -12% | -6% | -26% | -1% | i | -12%
GLP1R inv ag | -6% | -29% | 15% | 3% | u | -6%
HEK293 tox | 0% | -5% | -19% | 4% | 1% | -14%

#19 COC(=O)c1ccc(NC(=O)Cn2c(=O)nc(-c3ccccc3)c3ccccc32)cc1
#20 CC1CCN(S(=O)(=O)c2ccc3nc(N4CCN(c5ccc(F)cc5)CC4)ccc3c2)CC1
#21 COc1ccc(CCNC(=O)c2cc(=O)c3cc(C)cc(C)c3o2)cc1OC
#22 CCOc1ccc(NC(=O)C(=O)c2cc(C)n(-c3cc(C)cc(C)c3)c2C)cc1
#23 CC(C)c1ccc(Nc2c(-c3ccco3)nc3ccccn23)cc1
#24 Cc1cc(OCCn2c(C3CC(=O)N(Cc4ccc(F)cc4)C3)nc3ccccc32)ccc1Cl (centres undefined)

Assay by compound | 19 | 20 | 21 | 22 | 23 | 24
PTHR1 agonist | -93%[inhibitor] | -43%[inhibitor] | i | -6% | -20% | -18%
GLP1R inv ag | 8% | 11% | 11% | u | -16% | u
HEK293 tox | -3% | -4% | 1% | -1% | -6% | -25%

Twelve successive entries already listed:
#10 N#CC1=C2SCN(C3CCCCC3)CN2C(=O)CC1c1ccc(Cl)cc1 (centres undefined)
#11 COc1ccc(NC(=O)c2cnn(-c3ccc(C)cc3)c2-n2cccc2)cc1Cl
#12 COC(=O)c1ccc(Cl)cc1NC(=O)N1CCC(CN2CCC(C)CC2)CC1
#13 Cc1ccc(-c2nc3scc(CCNC(=O)Cc4ccc(Cl)cc4)n3n2)cc1
#14 CCCCCCC1CCC(C(=O)NC(C(=O)O)C(C)C)CC1 (centres undefined)
#15 CCc1ccc(NC(=O)Cn2cnc3nc4c(cc3c2=O)CCCC4)cc1
#16 O=C(Nc1cccc(F)c1F)C1CCN(c2ncccn2)CC1
#17 COc1ccc(S(=O)(=O)N(CC(=O)Nc2ccccc2Br)Cc2ccccc2)cc1

Assay by compound | 10 | 11 | 12 | 13 | 14 | 15 | 16 | 17
PTHR1 agonist | -7% | -42%[inhibitor] | 6% | -12% | -6% | -26% | -1% | i
GLP1R inv ag | -3% | u | -9% | -6% | -29% | 15% | 3% | u
HEK293 tox | -1% | -1% | 7% | 0% | -5% | -19% | 4% | 1%

#18 CCOc1ccc(CC(=O)Nc2ccc3c(c2)N(C)C(=O)c2ccccc2S3)cc1OCC
#19 COC(=O)c1ccc(NC(=O)Cn2c(=O)nc(-c3ccccc3)c3ccccc32)cc1
#20 CC1CCN(S(=O)(=O)c2ccc3nc(N4CCN(c5ccc(F)cc5)CC4)ccc3c2)CC1
#21 COc1ccc(CCNC(=O)c2cc(=O)c3cc(C)cc(C)c3o2)cc1OC

Assay by compound | 18 | 19 | 20 | 21
PTHR1 agonist | -12% | -93%[inhibitor] | -43%[inhibitor] | i
GLP1R inv ag | -6% | 8% | 11% | 11%
HEK293 tox | -14% | -3% | -4% | 1%

Additional compounds
#25 CCOc1ccc(S(=O)(=O)NCCc2csc3nc(-c4ccc(OC)c(OC)c4)nn23)cc1
#26 Cc1ccccc1NC(=O)CN1C(=O)C(C)(C)c2ccccc21
#27 CC1CCN(S(=O)(=O)c2ccc3c(c2)oc(=O)n3CC(=O)NCc2ccc(F)cc2)CC1
#28 Cc1ccc(Cl)cc1N1CCN(C(=O)c2cn(C)c3ccc(S(=O)(=O)N4CCCCC4)cc3c2=O)CC1
#29 O=C(CN1C(=O)C2CCCCN2c2ccc(C(=O)N3CCCC3)cc21)NCc1cccc(Cl)c1 (centres undefined)
#30 CCc1ccc(C(=O)c2cn(CC(=O)Nc3cc(C)ccc3C)c3nc(C)ccc3c2=O)cc1

Assay by compound | 25 | 26 | 27 | 28 | 29 | 30
PTHR1 agonist | i | i | -29% | -8% | i | 5%
GLP1R inv ag | 41%[activator] | -5% | u | -2% | 13% | 8%
HEK293 tox | 1% | 0% | -23% | 5% | 0% | -6%

#31 O=C(CSc1nc2ccccc2n1Cc1c(F)cccc1Cl)N1CCN(c2ccc(F)cc2)CC1
#32 Cc1ccccc1Nc1c(-c2cccs2)nc2cccc(C)n12
#33 O=C(COc1ccccc1)NCCc1csc(-c2ccc(Cl)cc2)n1
#34 CC(C)Sc1ncc(Cl)c(C(=O)Nc2c(C(=O)Nc3ccccc3)oc3ccccc23)n1
#35 Cc1ccc(OCC(=O)Nc2nnc(S(=O)(=O)N3c4ccccc4CC3C)s2)cc1 (centres undefined)
#36 COc1ccccc1NC(=O)c1sc2nc(C)c(C(=O)Nc3ccc(Cl)cc3)c(-c3ccc(Br)cc3)c2c1N

Assay by compound | 31 | 32 | 33 | 34 | 35 | 36
PTHR1 agonist | -14% | i | -14% | i | -18% | -24%
GLP1R inv ag | 17% | -63% | -24% | 9% | u | 3%
HEK293 tox | 1% | 0% | -4% | -6% | -7% | 160%[activator]

#37 CCOc1ccccc1NC(=O)c1c(NC(=O)C(C)Oc2ccc(Cl)cc2)sc2c1CCCCC2 (centres undefined)
#38 Cc1cc2nc(-c3cccc(NC(=O)COc4ccc(Cl)c(C)c4)c3)oc2cc1C
#39 CCc1ccccc1NS(=O)(=O)c1ccc2c(c1)OCC(C(=O)N1CCCC1)O2 (centres undefined)
#40 O=C(CSc1nc2c(c(=O)[nH]1)CN(Cc1ccc3c(c1)OCO3)CC2)Nc1cc(F)ccc1F
#41 Cc1cc(C)c(NC(=O)Cn2nnc(S(=O)(=O)c3ccc(C)c(C)c3)c2N)c(C)c1
#42 O=c1c2c3c(sc2n(Cc2ccc(F)cc2Cl)c(=O)n1-c1ccc(Cl)cc1)CCC3

Assay by compound | 37 | 38 | 39 | 40 | 41 | 42
PTHR1 agonist | -33%[inhibitor] | -32%[inhibitor] | -9% | -18% | -13% | -37%
GLP1R inv ag | 2% | 22% | -19% | 5% | -11% | 14%
HEK293 tox | -5% | 0% | -1% | 6% | 1% | 1%

#43 COc1ccc(NC(=O)c2ccc3nc(CCc4ccccc4)oc3c2)c(OC)c1
#44 Cc1ccc(NC(=O)CSCn2nnc3c(=O)[nH]c(Cc4ccc(F)cc4)nc32)c(C)c1
#45 COc1ccc(C)cc1NS(=O)(=O)c1ccc2c3c(cccc13)C(=O)N2
#46 CCCCSCCCNC(=O)CN1C(=O)c2cccnc2Oc2ccc(Cl)cc21
#47 COc1ccc(C(=O)N2CCC(C(=O)Nc3ccc(OC)cc3OC)CC2)cc1
#48 COc1ccc(NS(=O)(=O)c2ccc3[nH]c4c(c3c2)CCCC4)c(OC)c1

Assay by compound | 43 | 44 | 45 | 46 | 47 | 48
PTHR1 agonist | -12% | -13% | -40%[inhibitor] | i | i | -3%
GLP1R inv ag | 5% | 20% | u | -15% | 8% | u
HEK293 tox | 2% | 12% | -19% | -1% | -5% | -4%

#49 CC(NC(=O)C1=Cc2ccccc2OC1)c1ccccc1 (centres undefined)
#50 CCOc1ccc(C2Nc3ccccc3-c3nnc(SCc4ccccc4)nc3O2)cc1OC (centres undefined)
#51 O=C(COCc1cc(-c2ccc(F)cc2)on1)Nc1cccc(C(F)(F)F)c1
#52 Cc1cccc(-c2nc(S(=O)(=O)c3ccc(F)cc3)c(N3CCN(c4ccccc4)CC3)o2)c1
#53 Cc1ccc2cccc(NC(=O)c3ccc(OC(C)C)cc3)c2n1
#54 CCOc1ccc(-c2cn3c(n2)sc2cc(C(=O)NCCCN4CCCCC4)ccc23)cc1

Assay by compound | 49 | 50 | 51 | 52 | 53 | 54
PTHR1 agonist | -12% | u | i | -10% | 1% | -8%
GLP1R inv ag | u | 1% | -2% | 3% | 6% | 33%[activator]
HEK293 tox | 9% | 6% | -2% | 2% | 42%[activator] | 38%[activator]

#55 Cc1ccc(NC(=O)C2CCCN(c3cnccn3)C2)cc1Cl (centres undefined)
#56 COc1ccc(-c2noc(CCCC(=O)Nc3cccc(Cl)c3C)n2)cc1
#57 Cc1ccc(NC(=O)Nc2nnc(N(C)Cc3ccccc3)s2)cc1
#58 Cc1ccc2oc(C(=O)N(Cc3cccc(F)c3)C3CCS(=O)(=O)C3)c(C)c2c1 (centres undefined)
#59 CCc1ccc(NCc2cccn2-c2nnc(N3CCCCCC3)s2)cc1
#60 CCCN(CCC)C(=O)C1CCCN(c2ncnc3onc(-c4ccc(F)cc4)c23)C1 (centres undefined)

Assay by compound | 55 | 56 | 57 | 58 | 59 | 60
PTHR1 agonist | i | -19% | i | -22% | -32%[inhibitor] | -4%
GLP1R inv ag | 3% | 1% | -8% | u | -26% | 8%
HEK293 tox | -1% | 2% | -7% | 5% | 1% | 6%

#61 Cc1ccc(-n2nc(C)c3nc(CCC(=O)Nc4cccc(F)c4)c(=O)n(C)c32)cc1
#62 O=C(C1CCC(Cn2c(=O)c3sccc3n(Cc3cccc(F)c3)c2=O)CC1)N1CCOCC1 (centres undefined)
#63 CCCN(C(=O)Cn1ncc2c([nH]c3ccc(C)cc32)c1=O)c1ccccc1C
#64 COc1cc(Cl)c(NC(=O)CCc2nc3cccnc3n2-c2ccccc2)c(OC)c1
#65 O=C(CCn1c(=O)c2cccn2c2cccnc21)N1CCN(c2ccccc2F)CC1
#66 Cc1ccc(NC(=O)CSc2nnc(-c3ccc(Br)cc3)o2)c(C)c1

Assay by compound | 61 | 62 | 63 | 64 | 65 | 66
PTHR1 agonist | 5% | -14% | i | -15% | i | -18%
GLP1R inv ag | 8% | -2% | 12% | 11% | -1% | 1%
HEK293 tox | 1% | 0% | 2% | 1% | 32%[activator] | -11%

#67 COc1ccc(N(Cc2cccs2)C(=O)COc2cccc(C)c2C)cc1
#68 Cc1cccc(N(C)C(=O)CSc2nc3ncccc3o2)c1
#69 Cc1cc(=O)n(Cc2cccc(Br)c2)c2c1c(C)nn2-c1ccccc1
#70 O=C(COc1ccc(F)cc1)Nc1ccc(Cl)c(-c2nc3ccccc3[nH]2)c1
#71 COC(=O)c1scc(-c2ccc(C)cc2)c1S(=O)(=O)N1CCN(c2ccc(C)cc2C)CC1
#72 Cc1ccc(O)c(NC(=O)c2ccc(Br)c(S(=O)(=O)N3CCCCC3)c2)c1

Assay by compound | 67 | 68 | 69 | 70 | 71 | 72
PTHR1 agonist | -28% | u | i | -25% | i | -36%[inhibitor]
GLP1R inv ag | u | -11% | 5% | u | u | u
HEK293 tox | -7% | -12% | 3% | -15% | 3% | -24%

Screening results deposited in PubChem by National Center for Advancing Translational Sciences (NCATS).
